# HT1080-NT tox = kills 2HG-producing HT-1080-NT fibrosarcoma cells; 360,000 compounds, 1.6% hits; HT-1080-NT fibrosarcoma viability, CellTiter-Glo ATP luminescence, 48 h; Potency, µM (series often up to 46.1 µM), for inactives: at the highest dose activity, negative = less viability, hits mostly cytotoxic;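 note: NT is the 2HG producing partner of a matched IDH1 knockdown line; potency is the fitted concentration of half-maximal effect; 0% = DMSO-treated cells and -100% = media-only wells without cells; nearly all actives have a fitted effect of over 55% in size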
#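 750 cells/well, RPMI + 5% FBS; 2 h settle, compound pin-transfer, 48 h at 37 degrees C. CellTiter-Glo 10 min RT, luminescence. Normalized to DMSO and media-only wells.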
# KB-3-1 tox = KB-3-1 parental cell cytotoxicity; Potency, µM (top dose mostly 46.1 µM), inactives show at the top dose activity change, negative = cytotoxic, most hits filed as cytotoxic; KB-3-1 viability, CellTiter-Glo ATP luminescence, 72 h; 400,000 compounds, 1.4% hits; note: potency is the fitted concentration of half-maximal effect; % is set by controls: 0 for no effect and ±100 for the full control effect; nearly all actives have a fitted effect of over 60% in size
#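 Multi-concentration cytotoxicity screen in KB-3-1 cells grown in DMEM lacking phenol red with 10% FBS. After 72 h at 37 °C with compound, ATP-dependent luminescence was recorded.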
# MCF10A rerep = DNA re-replication induction in MCF 10a cells | 350,000 compounds, 2.9% hits | AID 624296 | MCF 10A DNA re-replication, Hoechst nuclear intensity, 48 h | Potency, µM (highest dose often 46.1 µM), for the others: at the highest dose activity, positive = re-replication, usual class: activators; note: potency is the fitted concentration of half-maximal effect; % of control where 0% means no effect; nearly all actives have a fitted effect of over 50% in size
# ATXN2 expr inh = inhibitors of ATXN2 expression | 360,000 compounds, 0.72% hits | Potency, µM (top dose mostly 57 µM), for inactives: top-dose activity change, negative = inhibition, most hits filed as inhibitors | HEK-293 ATXN2-luciferase reporter, luminescence, 24 h; note: potency is the fitted concentration of half-maximal effect; % is set by controls: 0 for no effect and ±100 for the full control effect; nearly all actives have a fitted effect of over 55% in size
#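 qHTS (up to 57 uM final) was run with 24 h compound exposure of reporter cells at 37 °C. Each well was multiplexed: SteadyGlo luminescence measured ATXN2-luciferase expression after a fluorogenic Gly-Phe-AFC viability readout (25 uM final).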
# ATXN viability = reduces viability in counter-screen for ATXN expression inhibitors; 400,000 compounds, 0.49% hits; AID 651635; Potency, µM (top dose mostly 56.7 µM), hits mostly cytotoxic; S2 cells (HEK-293 line with an ATXN2-luciferase reporter) viability, CellTiter-Fluor protease fluorescence, 24 h; note: potency is the fitted concentration of half-maximal effect; nearly all actives have a fitted effect of over 40% in size
# IL1B secr inh = blocks inflammasome-driven IL-1 beta release; THP-1 LPS/ATP IL-1B secretion, AlphaLISA, 16 h; stronger effect = lower value; activity change, % at 57.5 µM; 360,000 compounds, 4.7% hits; in the data active = activity change below about -50%; inconclusive = mostly about -30% to -49%; note: % is set by controls: 0 for no effect and ±100 for the full control effect
#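 Secreted IL-1B measured by AlphaLISA bead assay after 16 h compound exposure of THP-1 cells; compounds (final up to 57.5 uM) added 1 h before LPS (250 ng/mL) and ATP (1.25 mM) stimulation; lower signal means less secretion.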
# SW480 rerep = DNA re-replication induction in SW480 cells. SW480 DNA re-replication, Hoechst DNA content imaging, 48 h. Potency, µM (titrated, usually from 46.1 µM), inactives show top-dose re-replication activation, usual class: activators. 340,000 compounds, 1.8% hits. AID 624297; note: potency is the fitted concentration of half-maximal effect; % of control where 0% means no effect; nearly all actives have a fitted effect of over 55% in size
#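 Treated cells incubate 48 hr (37 C, 5% CO2), are stained 40 min with Hoechst, and nuclear fluorescence is enumerated; a rise in nuclei with high DNA signal marks re-replication.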
# KB-V1 MDR tox = KB-V1 MDR subline cytotoxicity; AID 1347076; 400,000 compounds, 3.4% hits; Potency, µM (top dose mostly 46.1 µM), for the others: at the top dose activity change, negative = cytotoxicity, actives largely listed as cytotoxic; KB-V1 MDR cells viability, CellTiter-Glo, 72 h; note: potency is the fitted concentration of half-maximal effect; % is set by controls: 0 for no effect and ±100 for the full control effect; nearly all actives have a fitted effect of over 60% in size
#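 Luminescent ATP read-out (CellTiter-Glo, 10 min) measures survival of drug-selected KB-V1 MDR cells after 72 h, 37 degrees C compound exposure. Medium: phenol-red-free DMEM, 10% FBS. Values from fitted concentration-response curves.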
# HT1080 IDH1KD tx = toxicity to HT-1080 IDH1 knockdown cells (counter line); Potency, µM (top dose mostly 46.1 µM), without a hit: top-dose activity, negative = toxicity, usual class: cytotoxic; HT-1080 IDH1 knockdown viability, ATP luminescence, 48 h; 360,000 compounds, 2% hits;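 note: potency is the fitted concentration of half-maximal effect; 0% = DMSO wells and -100% = cell-free medium wells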
#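 Knockdown cells (IDH1KD HT-1080) received compounds 2 h after plating at 750 cells/well and were kept 48 h at 37 °C in 5% FBS RPMI. A CellTiter-Glo luminescence read gave % activity for curve fitting.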
# The depositor's hits bear a star; i = inactive; ? = inconclusive; . = no result given; [ ] = remark or other dose. Unless noted, calls come from the whole dose curve; as a rule, active = well fitted curve in the direction sought with a large enough effect; inconclusive = small, poorly fitted or top-dose-only effect, or another doubt; inactive = no such curve, though single readings can be large; an effect the other way counts as inactive or inconclusive.
SMILES,HT1080-NT tox,KB-3-1 tox,MCF10A rerep,ATXN2 expr inh,ATXN viability,IL1B secr inh,SW480 rerep,KB-V1 MDR tox,HT1080 IDH1KD tx
O=C(O)C1C2C=CC(C2)C1C(=O)NCCCn1ccnc1 (stereo not given),2%,2%,0%,1%,i,6,-5%,7%,1%
CCc1ccccc1N(C1=NCCCS1)S(=O)(=O)c1ccc(C(C)(C)C)cc1,-3%,-1%,17%,9%,i,-4,21%,?,-16%
CC(=O)Nc1ccc(NC(=S)NC(=O)/C=C/c2ccccc2)cc1,-3%,6%,?,13%,i,-26,-1%,0%,-9%
Cc1ccc(S(=O)(=O)NCc2csc(C)n2)c(C)c1,20%,11%,-21%,4%,i,19,-4%,10%,18%
CN(C)CCCN(C(=O)CCSc1ccccc1)c1nc2cc3c(cc2s1)OCO3,?,?,?,?,?,-104*,30%,?,18µM*
Cc1ccc(C)c(NC(=O)Cn2nnc(C(=O)NCc3cccs3)c2N)c1,?,1%,?,?,?,22,13%,-9%,23µM*
O=C(CN1CCN(Cc2ccccc2Cl)C1=O)NCc1cccnc1,0%,0%,0%,.,i,37,-10%,-30%,0%
O=c1oc2ccccc2c(O)c1/C=N/c1ccccn1,?,2%,2%,3%,i,-2,-1%,18%,?
COc1ccc(OC)c(NC(=O)CCCOc2cc(=O)n(C)c3ccccc23)c1,.,0%,.,9%,i,.,.,-23%,.
Cc1cccc(Cl)c1OCCCCn1ccnc1,?,-18%,10%,-26%,i,-9,5%,21µM*,?
O=C(O)Cc1ccc(C(=O)c2ccccc2)s1,-7%,-9%,1%,2%,i,-8,0%,10%,-8%
Cc1cc(NC(=O)CCC(=O)N(Cc2ccco2)C(C(=O)NC2CCCCC2)c2cccs2)no1 (stereo not given),5%,21%,-5%,4%,i,5,-3%,?,11%
Cc1ccc([N+](=O)[O-])cc1NC(=O)CSc1nncn1-c1ccccn1,3%,13%,4%,0%,i,-8,3%,?,3%
O=C(NCc1cc(C(F)(F)F)ccc1Cl)c1cccc2c1C(=O)c1ccc(N3CCC(Cc4ccccc4)CC3)cc1S2(=O)=O,8%,0%,-5%,11%,i,12,-2%,0%,12%
Cc1ccc(-c2nnc(Nc3ccc(Cl)c(Cl)c3)c3ccccc23)cc1S(=O)(=O)N(C)C,.,0%,.,-6%,i,.,.,2%,.
OCCC1CN(Cc2cccn2-c2nccs2)CCN1Cc1ccc(F)c(F)c1 (stereo not given),-2%,-8%,11%,-9%,i,-6,-129%[inhibitor],-15%,-1%
COc1ccc(CCC(=O)Nc2ccc(OC)c(S(=O)(=O)N3CCCCC3)c2)cc1OC,3%,-10%,8%,-30%,?,0,12%,-15%,-21%
COC(=O)c1oc2ccc(Br)cc2c1-n1cccc1,-2%,5%,?,-5%,i,33,-3%,20%,-1%
Cc1ccc(Cl)cc1NC(=O)C(NS(=O)(=O)c1ccc2c(c1)CCC(=O)N2)c1ccccc1 (stereo not given),.,3%,.,4%,i,.,.,-8%,.
O=C(NC1CCCCC1)Nn1c(-c2ccccc2)nc2ccccc2c1=O,-2%,-4%,-4%,-18%,i,0,2%,9%,13%
N#CCSc1nnc(COc2cccc3ccccc23)n1-c1ccccc1,?,16µM*,?,?,?,-68*,5%,16µM*,?
Cc1c(NC(=O)c2c(F)cccc2F)c(=O)n(-c2ccccc2)n1C,9%,15%,-1%,-3%,i,0,-6%,19%,14%
OCCC1CN(Cc2ccc(Oc3ncccn3)cc2)CCN1C1CCCC1 (stereo not given),0%,?,15%,6%,i,-16,-10%,0%,1%
O=C(O)C1CCN(S(=O)(=O)c2ccc(N3CCOCC3)c([N+](=O)[O-])c2)CC1,-7%,-4%,3%,-13%,i,-13,-8%,2%,14%
COc1ccc(OC)c(C2Nc3c(Cl)ccc(C(=O)O)c3C3C=CCC32)c1 (stereo not given),?,-4%,23%,-14%[11.3 µM],i,-57*,?,0%,?
CCOC(=O)C1CCN(C(=O)COc2ccc(S(=O)(=O)N3CCOCC3)cc2)CC1,-14%,-3%,0%,0%,i,i,-35%[inhibitor],-13%,-12%
CCN(CC)C(=O)Cn1nnc(-c2ccc(S(C)(=O)=O)cc2)n1,0%,-4%,10%,.,i,-5,?,1%,-4%
OC(COc1ccccc1)CN(Cc1ccccc1)CC(O)COc1ccccc1 (stereo not given),?,-20%,?,-32%,i,-53*,-5%[9.22 µM],?,?
CNC(=S)N/N=C/c1ccc(-c2cccc(C(=O)O)c2)o1,?,15µM*,4%,40%[activator],i,19,-77%[inhibitor],21µM*,?
COc1ccc(C(=O)NN(C)c2nc(-c3ccccc3)cc(C)c2S(C)(=O)=O)cc1,-2%,-11%,13%,4%,?,-16,8%,?,4%
OCCCc1nc2n(n1)C(c1ccccc1Cl)C=C(c1cccs1)N2 (stereo not given),12%,0%,?,-19%,.,-18,-4%,11%,1%
O=C(CCCCCC(=O)N(CCO)CCO)N(CCO)CCO,-3%,-19%,-6%,-5%,i,-7,-3%,-1%,-1%
COC(=O)CN1C(=O)N/C(=C/c2ccc(C)o2)C1=O,12%,0%,1%,1%,i,18,-2%,2%,5%
Cc1c(/C=N/N=C2\CCC3C4CCc5cc(O)ccc5C4CCC23C)cnn1C (stereo not given),-5%,-4%,?,2%,i,13,1%,-3%,-18%
Cc1csc(NC(=O)C2CSC3(C)CCC(=O)N23)n1 (stereo not given),2%,6%,0%,24%,i,44,3%,-3%,6%
CC1CCN(S(=O)(=O)c2ccc(NC(=S)NC(=O)c3ccc(Cl)cc3)cc2)CC1,0%,-6%,1%,-14%,i,14,-13%,4%,1%
O=C(CSc1nc2nn(-c3ccccc3)c(=O)c-2c2n1CCCCC2)Nc1ccccc1[N+](=O)[O-],-13%,-17%,8%,11%,i,4,3%,-8%,-5%
COC(=O)c1sc(SC)c(S(=O)(=O)C(C)C)c1N,-6%,0%,-3%,.,i,0,22%,-2%,12%
COc1ccc(C2(c3ccc(OC(C)=O)cc3OC(C)=O)CC(c3ccccc3)NC(=S)N2)cc1 (stereo not given),-3%,-51%,5%,-22%,i,-22,i[1.84 µM],-34%,?
Cc1cc(C)c2ccc(NN)nc2c1O,-23%,?,3%,-27%,?,61,?,?,?
COc1cc(C2OC(c3cc(OC)c(OC)c(OC)c3)C(C)C2C)cc(OC)c1OC (stereo not given),-4%,-8%,3%,-15%,i,-21,?,?,-8%
O=C(Nc1sc2c(c1C(=O)c1ccccc1)CCCC2)c1cccnc1,-2%,-1%,12%,-15%,i,23,-3%,6%,-2%
O=C(NC1CCCCC1)C(c1ccc(F)cc1)N(CCc1ccccc1)C(=O)CN1C(=O)c2ccccc2S1(=O)=O (stereo not given),?,?,?,?,?,67,10%,?,?
O=C(CSc1nc2cc3ccccc3cc2[nH]1)Nc1cccc(C(F)(F)F)c1,.,2%,.,-20%,i,.,.,14%,.
CCOc1ccc2c(c1)s/c(=N\S(=O)(=O)c1ccc(OC)cc1)n2C(F)F,-17%,-17%,22%,-14%,i,-12,-2%[9.22 µM],-27%,-6%
Cc1ccc(-c2nc(N/N=C/c3cccc([N+](=O)[O-])c3)c3ccccc3n2)cc1,-2%,4%,?,?,.,13,8%,-3%,11%
CCOC(=O)Cn1c(=NC(=O)CN2C(=O)CCC2=O)sc2cc(S(N)(=O)=O)ccc21,1%,?,6%,7%,i,13,7%,4%,-8%
CCCCOC(=O)Nc1ccc2c(C)cc(=O)oc2c1,8%,14%,5%,109%[activator],i,-9,-5%,-2%,15%

# At a glance, some entries already given.
SMILES,HT1080-NT tox,KB-3-1 tox,MCF10A rerep,ATXN2 expr inh,ATXN viability,IL1B secr inh,SW480 rerep,KB-V1 MDR tox,HT1080 IDH1KD tx
O=C(NC1CCCCC1)C(c1ccc(F)cc1)N(CCc1ccccc1)C(=O)CN1C(=O)c2ccccc2S1(=O)=O (stereo not given),?,?,?,?,?,67,10%,?,?
O=C(CSc1nc2cc3ccccc3cc2[nH]1)Nc1cccc(C(F)(F)F)c1,.,2%,.,-20%,i,.,.,14%,.

# (cont.)
SMILES,HT1080-NT tox,KB-3-1 tox,MCF10A rerep,ATXN2 expr inh,ATXN viability,IL1B secr inh,SW480 rerep,KB-V1 MDR tox,HT1080 IDH1KD tx
CC(C)CCNC(=O)[C@@H](c1ccccc1)N1Cc2ccccc2C1=O,.,-15%,.,13%,i,.,.,-6%,.
Cn1c(O)c(C2=c3ccccc3=NC2=O)sc1=Nc1ccc(Cl)cc1,-6%,?,9%,-16%,?,16,-7%,-29%,-17%
Nc1ccn(C2CC(O)C(CO)O2)c(=O)n1 (stereo not given),21%,0%,8%,-2%,i,22,-5%,14%,9%
COc1ccc(Cl)cc1NC(=O)CN(C)C(=O)c1ccc(N2CCCCCC2)c([N+](=O)[O-])c1,-1%,?,16%,-7%,?,-6,?,?,-17%
O=C(NCC1CC1)c1ccc2sc([C@H]3C[C@H](O)[C@@H](CO)O3)nc2c1,17%,0%,.,6%,i,48,.,15%,7%
Cc1ccc(OCCOCCOc2cccc3cccnc23)c(Br)c1,-22%,0%,14%,-25%,?,?,?,0%,-25%
CC(C)CNC(=O)C1(C)CCCN1C(=O)c1ccc2c(c1)CCO2 (stereo not given),20%,-3%,.,4%,i,3,.,-11%,21%
Cc1ccc(NC(=O)C2CSC3(C)CCC(=O)N23)cc1S(=O)(=O)N1CCOCC1 (stereo not given),-1%[9.24 µM],-2%,-4%,1%,i,14,3%,-10%,0%
C=CCc1cc(/C=C2/NC(=S)NC2=O)cc(OC)c1O,-8%,?,2%,11%,?,-28,5%,?,-27%

# Quoted from the listing:
# O=C(Nc1sc2c(c1C(=O)c1ccccc1)CCCC2)c1cccnc1 in HT1080 IDH1KD tx reads -2%
# Cc1ccc(OCCOCCOc2cccc3cccnc23)c(Br)c1 in MCF10A rerep reads 14%
# O=C(NCC1CC1)c1ccc2sc([C@H]3C[C@H](O)[C@@H](CO)O3)nc2c1 in HT1080-NT tox reads 17%
# O=C(CSc1nc2cc3ccccc3cc2[nH]1)Nc1cccc(C(F)(F)F)c1 in KB-V1 MDR tox reads 14%

# Assay outcomes deposited in PubChem by National Center for Advancing Translational Sciences (NCATS).
